Screening data deposited in PubChem by several laboratories.
bIAP act: increases bovine intestinal alkaline phosphatase activity; purified bovine IAP, CDP-star luminescence, 30 min; hits give high values; fold of DMSO-control signal, blank-subtracted; activation factor at 20 µM; 0.17% of 200,000 active;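 active means activation factor of 2 or more at 20 µM, a signal rise over negative controls twice the positive control's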
TNAP inh hi DEA: TNAP (human) inhibition, high acceptor | P05186 | purified TNAP, CDP-star luminescence, 1 M DEA | inhibition, % at 20 µM | 0.03% of 200,000 active | AID 1135;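 active means over 50% inhibition of tissue-nonspecific alkaline phosphatase at 20 µM in the single-dose screen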;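 further: plate controls were DMSO wells for no effect and EDTA-quenched wells as full inhibition for full effect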
Target sequence (P05186 whole entry, looked up): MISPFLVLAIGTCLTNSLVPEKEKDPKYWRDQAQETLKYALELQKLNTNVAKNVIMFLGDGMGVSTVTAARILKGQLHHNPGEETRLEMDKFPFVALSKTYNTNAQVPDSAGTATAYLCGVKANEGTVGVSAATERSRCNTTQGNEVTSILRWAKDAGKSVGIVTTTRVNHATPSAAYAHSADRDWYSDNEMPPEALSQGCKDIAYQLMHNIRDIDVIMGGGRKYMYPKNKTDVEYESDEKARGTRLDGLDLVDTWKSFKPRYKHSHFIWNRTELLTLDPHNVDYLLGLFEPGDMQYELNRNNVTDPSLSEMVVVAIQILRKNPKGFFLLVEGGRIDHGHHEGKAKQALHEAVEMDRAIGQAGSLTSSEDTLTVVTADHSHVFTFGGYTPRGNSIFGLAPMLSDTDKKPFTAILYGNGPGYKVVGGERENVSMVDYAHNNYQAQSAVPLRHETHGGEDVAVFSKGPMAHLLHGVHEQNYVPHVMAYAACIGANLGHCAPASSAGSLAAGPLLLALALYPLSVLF
TR-FRET SRC-2 ct: counter-screen for PPARgamma SRC-2 recruitment agonists: TR-FRET artefact. TR-FRET ratio at 8 µM. 0.4% of 200,000 active. AID 1049. hits give high values; in the data active means TR-FRET ratio above about 2000; further: inactives centre near 1500
PPARg SRC-1 ag: PPARgamma-driven SRC-1 recruitment agonism; P37231; PPARgamma-SRC-1 coactivator recruitment biochemical assay; activation, % at 8 µM; 0.41% of 200,000 active; AID 631; in the data active means activation above about 19%;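 further: 0% = DMSO and 100% = reference agonist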
Target sequence (P37231 whole entry, looked up): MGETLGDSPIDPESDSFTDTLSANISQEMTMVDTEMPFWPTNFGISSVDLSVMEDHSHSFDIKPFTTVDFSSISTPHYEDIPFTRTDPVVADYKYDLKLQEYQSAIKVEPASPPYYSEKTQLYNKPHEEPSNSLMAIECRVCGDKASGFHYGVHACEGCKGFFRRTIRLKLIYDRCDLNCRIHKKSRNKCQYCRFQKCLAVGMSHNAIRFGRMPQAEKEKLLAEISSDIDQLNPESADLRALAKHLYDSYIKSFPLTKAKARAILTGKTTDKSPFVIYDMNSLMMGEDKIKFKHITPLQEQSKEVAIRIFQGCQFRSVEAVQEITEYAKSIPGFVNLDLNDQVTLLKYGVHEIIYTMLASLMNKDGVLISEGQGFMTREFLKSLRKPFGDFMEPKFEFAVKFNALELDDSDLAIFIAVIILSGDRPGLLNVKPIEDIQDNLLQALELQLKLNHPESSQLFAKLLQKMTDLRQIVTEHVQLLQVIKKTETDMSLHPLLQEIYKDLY
bIAP inhibitor: intestinal alkaline phosphatase (bovine) inhibition; inhibition, % at 20 µM; 190,000 tested, under 10 active; purified bovine IAP, CDP-star luminescence, 30 min;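 active means over 50% inhibition of intestinal alkaline phosphatase at 20 µM in the single-dose screen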
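Incubation: 30 min reaction at room temperature / Material: purified bovine intestinal alkaline phosphatase (IAP) enzyme / Input: enzyme at 1/65,000,000 dilution / Dosing: 20 µM single dose / Signal: CDP-star luminescence signal / Reagent: CDP-star chemiluminescent phosphatase substrate, 30 µM final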
PPARg SRC-2 ag: PPARgamma-driven SRC-2 recruitment agonism; activation, % at 8 µM; AID 1032; P37231; PPARgamma LBD-SRC-2 recruitment, biochemical; 0.34% of 200,000 active; in the data active means activation above about 22%;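 further: 0% = vehicle and 100% = reference agonist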
TNAP act hi DEA: TNAP (human) activation, high acceptor | purified TNAP, CDP-star luminescence, 1 M DEA, 30 min; hits give high values; 0 = EDTA background, 1 = DMSO-only activity | activation factor at 20 µM | 200,000 tested, under 10 active | AID 1136;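 active means activation factor at least 2 at 20 µM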
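Measured by: Luminescent substrate turnover signal | Test system: Human TNAP | Input: TNAP 1/800 final | Dosing: 20 µM single point | Schedule: 30 min, room temperature | Controls: EDTA wells as negative control, DMSO wells as positive control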
Efa HMGR inh: blocks class II HMG-CoA reductase of Enterococcus faecalis. inhibition, % at 10 µM. purified E. faecalis HMGR, NADPH absorbance 340 nm kinetic. AID 1066. 0.41% of 190,000 active;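 active means inhibition above a set limit, the median over all tested compounds plus 3 SD, cut at about 9.5% in these data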;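 further: enzyme runs in reverse so mevalonate oxidation gives rising NADPH absorbance; 0% = complete reaction with DMSO and 100% = background rate lacking mevalonate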
PPARg SRC3 recr: agonists of human PPARgamma SRC-3 coactivator recruitment. P37231. biochemical PPARgamma/SRC-3 coactivator recruitment assay. activation, % at 8 µM. 0.26% of 200,000 active. AID 731; in the data active means activation above about 23%;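 further: 0% = DMSO and 100% = reference agonist; some compounds past the cut are filed as inactive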
TNAP inh no acc: blocks human TNAP activity with no phosphate acceptor present | inhibition, % at 20 µM | purified TNAP, CDP-star luminescence, 30 min | 0.26% of 200,000 active | P05186;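 active means tissue-nonspecific alkaline phosphatase inhibition above about 50% at 20 µM in the single-dose screen, limit read from the data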;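 further: 0% = DMSO negative control and 100% = EDTA positive control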
* marks the source's active call; other numbers are inactive results; · = not tested or not shown. The order is random; any-hit rate near 1.6%.

SMILES	bIAP act	TNAP inh hi DEA	TR-FRET SRC-2 ct	PPARg SRC-1 ag	bIAP inhibitor	PPARg SRC-2 ag	TNAP act hi DEA	Efa HMGR inh	PPARg SRC3 recr	TNAP inh no acc
O=C1/C(=C/c2ccccc2)CCC1C1CCCC1 (stereo not drawn)	0.9	-1	1446	13	6	2	1	1	3	-19
COc1cccc(-n2nnnc2SCC(=O)NC2CCCC2)c1	0.8	1	1552	3	16	2	1	1	0	-9
Cc1cccc2cc(/C=C3\N=C(c4ccccc4)OC3=O)c(N3CCOCC3)nc12	1	-2	1583	2	-1	-1	1	-4	-13	-4
c1cnn(-c2cncc(-n3cccn3)n2)c1	1.1	-2	1676	3	-11	18	1	-8	5	-6
Cc1cccc(CSc2nnc(-c3ccccn3)n2N)c1	0.9	-4	1561	-11	6	0	1	3	7	0
COc1c(Cl)cnn(-c2ccccc2)c1=O	0.9	-7	1593	-4	12	-9	1.1	-1	2	-11
O=C1NC2(CCCC2)Oc2ccccc21	0.9	-2	1553	-3	7	10	1	3	-1	-12
N#CCSc1nnc(CNc2ccc(F)cc2)o1	0.9	-1	1459	8	12	-5	1	-1	-7	-10
Cc1nn(-c2ccccc2)c2[nH]c(=O)c(CNCc3ccc4c(c3)OCO4)cc12	1.3	-6	1589	1	-34	14	1.1	1	4	-11
CC(C)Cc1cc(C(=O)Nc2cccnc2)no1	0.9	-7	1598	1	6	-3	1.1	-7	2	-15
Cc1cccc(C)c1NC(=O)COC(=O)CCC(=O)c1cccs1	1	1	1576	-6	0	-6	1	-2	-3	-5
CCN(CC)S(=O)(=O)c1ccc(C)c(NC(=O)/C=C/c2cccs2)c1	1	-1	1644	4	-3	-3	1	-1	1	-12
CCOC(=O)c1ccc(NC(=O)CN2C(=O)CNC2=O)cc1	0.9	-2	1489	4	9	-4	1	-7	4	-5
CCn1c2ccccc2c2cc(NC(=O)c3cccc(OC)c3OC)ccc21	0.9	1	1719	3	6	12	1	-11	6	-10
Cc1ccc(SCC(=O)NCCC2=CCCCC2)cc1	0.9	2	1845	3	8	9	1	0	3	-6
CC(C)Oc1cccc(C(=O)C2CCCN(C(=O)c3ccnn3C)C2)c1 (stereo not drawn)	1	-1	1613	8	-2	5	1	-2	3	-7
Cc1cc(C)c(S(=O)(=O)Nc2c(C)[nH]c(=O)[nH]c2=O)c(C)c1	0.9	-2	1492	6	6	6	1	-1	1	-11
CCN(C(=S)Nc1ccc(Oc2ccccc2)cc1)c1ccccc1	0.7	0	1266	-7	34	-4	1	-11	4	-13
CC(C)c1nnc(NC(=O)Cc2ccccc2[N+](=O)[O-])s1	0.9	0	1390	2	5	-4	1	-1	-6	-6
CCC(=O)c1ccc2ncccc2c1	1	-2	1557	3	3	5	1	-6	5	-6
Cn1c(SCC(N)=O)nnc1-c1cnccn1	1.1	-4	1425	-6	-9	-4	1	-1	-2	-3
Clc1ccc(-n2nnc(-c3cccnc3Cl)n2)cn1	0.8	-1	1566	2	18	3	1	-3	4	-3
O=C(Nc1ccccc1C(F)(F)F)c1cccnc1	1	-4	1630	-2	4	-1	1	-10	1	-9
CCSc1nnc(NC(=O)c2cccc(S(=O)(=O)N(C)c3ccc(C)cc3)c2)s1	0.8	-1	1665	-3	20	4	1	-3	7	-4
CCCC(=O)Nc1ccc(-c2nc3cc(C)c(C)cc3o2)cc1	0.9	-3	1462	5	7	9	1	-1	13	-9
Cc1ccc2nc(NC(=O)C3CCCN(S(=O)(=O)c4cccc5nsnc45)C3)sc2c1 (stereo not drawn)	1	-1	1609	1	-2	3	1	-7	1	0
C=CCc1cc(C)ccc1OCCOCCn1ccnc1	1.2	-7	1528	3	-16	4	1.1	0	5	-6
CCOc1cc(/C=C/c2nc3cc(C)c(C)cc3s2)ccc1OCC(=O)N1CCOCC1	1	-6	1466	3	-2	9	1.1	1	5	-11
CCOc1cc(C)c(C(C)C)cc1S(=O)(=O)n1ccc(C)n1	1	-4	1524	1	4	5	1	-1	4	-11
COc1ccc(NC(=O)CCNS(=O)(=O)c2ccc(Br)s2)cc1	1.1	-6	1676	6	-9	4	1.1	-1	12	0

Shown with two lines to a compound: entries from further up
Order of results – bIAP act | TNAP inh hi DEA | TR-FRET SRC-2 ct | PPARg SRC-1 ag | bIAP inhibitor | PPARg SRC-2 ag | TNAP act hi DEA | Efa HMGR inh | PPARg SRC3 recr | TNAP inh no acc
Cc1cc(C)c(S(=O)(=O)Nc2c(C)[nH]c(=O)[nH]c2=O)c(C)c1
    0.9 | -2 | 1492 | 6 | 6 | 6 | 1 | -1 | 1 | -11
CC(C)c1nnc(NC(=O)Cc2ccccc2[N+](=O)[O-])s1
    0.9 | 0 | 1390 | 2 | 5 | -4 | 1 | -1 | -6 | -6
Clc1ccc(-n2nnc(-c3cccnc3Cl)n2)cn1
    0.8 | -1 | 1566 | 2 | 18 | 3 | 1 | -3 | 4 | -3
CC(C)Oc1cccc(C(=O)C2CCCN(C(=O)c3ccnn3C)C2)c1 (stereo not drawn)
    1 | -1 | 1613 | 8 | -2 | 5 | 1 | -2 | 3 | -7
CCOc1cc(C)c(C(C)C)cc1S(=O)(=O)n1ccc(C)n1
    1 | -4 | 1524 | 1 | 4 | 5 | 1 | -1 | 4 | -11
Cn1c(SCC(N)=O)nnc1-c1cnccn1
    1.1 | -4 | 1425 | -6 | -9 | -4 | 1 | -1 | -2 | -3
CCSc1nnc(NC(=O)c2cccc(S(=O)(=O)N(C)c3ccc(C)cc3)c2)s1
    0.8 | -1 | 1665 | -3 | 20 | 4 | 1 | -3 | 7 | -4

Following part
SMILES	bIAP act	TNAP inh hi DEA	TR-FRET SRC-2 ct	PPARg SRC-1 ag	bIAP inhibitor	PPARg SRC-2 ag	TNAP act hi DEA	Efa HMGR inh	PPARg SRC3 recr	TNAP inh no acc
CCSC1=NCCN1C(=O)c1ccc(S(=O)(=O)N(CC)CC)cc1	1.1	-2	1596	2	-12	0	1	-5	1	13
CCCCNC(=S)N(C)/N=C/c1ccccc1C(=O)O	1	-1	1350	3	4	-9	1	-8	3	-22
O=C(O)CC(c1cccc2ccccc12)n1cccc1 (stereo not drawn)	1	-1	1574	10	1	-1	1	4	4	-8
O=C1/C(=C/c2ccc3c(c2)OCO3)CCC/C1=C\c1ccc2c(c1)OCO2	0.8	3	1494	-4	24	3	1	-2	6	-6
CCOc1[nH]n(-c2ccccc2)c(=O)c1C=NCc1ccncc1	1.1	-7	1778	6	-7	5	1.1	-10	4	-12
CCNC(=O)C(=O)N/N=C/c1cc([N+](=O)[O-])ccc1O	1	8	1548	4	0	0	0.9	-4	6	-9
Cc1csc(NC(=O)C2CCCN(S(=O)(=O)c3cccnc3)C2)n1 (stereo not drawn)	1	-4	1601	13	4	3	1	0	-1	-16
C=CCNc1cc(C)oc(=O)c1C(=O)CCC	0.9	-2	1390	1	10	-2	1	2	2	-14
CC(=O)/C(C#N)=C1\NC(=O)C(Cc2ccccc2Cl)S1 (stereo not drawn)	0.7	-3	1567	-2	27	8	1	0	11	-7
Cc1ccc2nc(/C(C#N)=C\c3cc(O)ccc3[N+](=O)[O-])[nH]c2c1	1	1	1579	7	-4	6	1	-4	1	-4
Cc1ccc2[nH]c(=O)c(CN(CC3COCCO3)C(=O)Nc3ccccc3C)cc2c1 (stereo not drawn)	1.1	-5	1565	-5	-12	-2	1	1	5	-3
Cc1ccc(NC(=S)NNC(=O)c2nnn(-c3ccccc3)c2C)cc1	1	-4	1642	-5	5	1	1	-2	6	-157
COc1ccc(-c2nnc(SC(C)C(=O)Nc3nccs3)n2Cc2ccccc2)cc1OC (stereo not drawn)	1	-8	1722	8	-4	-9	1.1	-1	12	-6
Cc1[nH]n(-c2ccccc2)c(=O)c1/C=N/c1nn[nH]n1	1	-5	1627	6	3	8	1	-3	1	2
CC1CCN(c2ccc(N3C(=O)C4CCCCC4C3=O)cc2[N+](=O)[O-])CC1 (stereo not drawn)	1.1	-1	1539	2	-14	2	1	-6	-1	-5

Sorted by molar mass (highest first): some entries from above
SMILES	bIAP act	TNAP inh hi DEA	TR-FRET SRC-2 ct	PPARg SRC-1 ag	bIAP inhibitor	PPARg SRC-2 ag	TNAP act hi DEA	Efa HMGR inh	PPARg SRC3 recr	TNAP inh no acc
CCSC1=NCCN1C(=O)c1ccc(S(=O)(=O)N(CC)CC)cc1	1.1	-2	1596	2	-12	0	1	-5	1	13
Cc1ccc(NC(=S)NNC(=O)c2nnn(-c3ccccc3)c2C)cc1	1	-4	1642	-5	5	1	1	-2	6	-157
Cc1ccc2nc(/C(C#N)=C\c3cc(O)ccc3[N+](=O)[O-])[nH]c2c1	1	1	1579	7	-4	6	1	-4	1	-4
CC(=O)/C(C#N)=C1\NC(=O)C(Cc2ccccc2Cl)S1 (stereo not drawn)	0.7	-3	1567	-2	27	8	1	0	11	-7
CCNC(=O)C(=O)N/N=C/c1cc([N+](=O)[O-])ccc1O	1	8	1548	4	0	0	0.9	-4	6	-9
C=CCNc1cc(C)oc(=O)c1C(=O)CCC	0.9	-2	1390	1	10	-2	1	2	2	-14

Next compounds follow.
SMILES	bIAP act	TNAP inh hi DEA	TR-FRET SRC-2 ct	PPARg SRC-1 ag	bIAP inhibitor	PPARg SRC-2 ag	TNAP act hi DEA	Efa HMGR inh	PPARg SRC3 recr	TNAP inh no acc
COc1ccc(CCNC(=O)C(C)SCc2ccccc2)cc1 (stereo not drawn)	1	-1	1782	7	1	9	1	-5	2	-12
O=C(/C=C/c1ccc(Br)cc1)NC(=S)N1CCOCC1	1	-5	1656	-1	-3	0	1.1	-4	-2	-8
COc1cc(OC)cc(C(=O)Nc2ncc3c(n2)CC(C)CC3=O)c1 (stereo not drawn)	0.9	-10	1757	-2	12	7	1.1	·	-3	-16
Cc1cccc(-n2c3nc(=O)[nH]c(=O)c-3cc3c(C)nn(-c4ccccc4)c32)c1	1	-2	1629	-10	-5	8	1	-1	2	-10
O=S(=O)(NC1CCCCC1)c1ccc(Cl)nc1	1	-4	1825	10	4	0	1	-2	4	-6
Cc1ccc(/C=C/C(=O)NC2=NCCS2)cc1	0.6	2	1710	-4	38	4	1	-4	2	7
CCN(CC)CCN1C(=O)C(=O)/C(=C(/O)c2c(C)[nH]c(C(=O)OC)c2C)C1c1ccco1 (stereo not drawn)	1	-6	1599	11	3	12	1.1	-5	15	-7
O=C(/C=C/c1ccccc1F)c1ccoc1	0.8	-5	1635	7	17	0	1.1	3	-5	-10
O=C(N/N=C\c1cc(Br)ccc1O)c1ccc(S(=O)(=O)N2CCCCC2)cc1	0.8	4	1433	-4	19	-9	1	1	2	-89
O[C@@H]1C2CCCC1[C@]1(O)CCCCC1C2 (stereo partly drawn)	1	-2	1598	6	5	3	1	7	8	-3
Cc1ccc(/C=C/c2nc3ccccc3c(=O)n2CCc2ccccc2)cc1	1	3	1593	2	-3	1	1	-2	-2	-8
CN(C)c1ccnc(Oc2ccc(Cl)cc2)c1C#N	1	1	1498	-5	-5	-7	1	-7	-5	-1
CN1CCN(S(=O)(=O)c2cnccc2N2CCN(c3cccc(Cl)c3)CC2)CC1	0.9	-4	1475	4	6	9	1	0	5	-6
CC(NC(=O)c1ccc(N2CCCC2=O)cc1)c1ccccc1 (stereo not drawn)	1	2	1612	-3	4	2	1	-6	0	2
